Compound activity from PubChem BioAssay.
UDG counter = counter-screen for AID inhibitors: uracil-DNA glycosylase inhibition; 91,000 tested, 0.14% active; Potency, µM (highest dose often 115 µM), without a hit: top-dose activity change, negative = inhibition, actives largely listed as inhibitors; FRET deamination/UDG coupled assay, UDG read, 4 h; also: nearly all actives have a fitted effect of over 65% in size
AID inhibitor = inhibitors of human activation induced cytidine deaminase; Q9GZX7; AID deamination FRET fluorescence, UDG-coupled, 4 h; Potency, µM (titrated, usually from 115 µM), without a hit: at the top dose activity change, negative = inhibition, actives largely listed as inhibitors; 91,000 tested, 0.32% active; AID 1347428; also: nearly all actives have a fitted effect of over 25% in size
Target sequence (Q9GZX7 whole entry, looked up): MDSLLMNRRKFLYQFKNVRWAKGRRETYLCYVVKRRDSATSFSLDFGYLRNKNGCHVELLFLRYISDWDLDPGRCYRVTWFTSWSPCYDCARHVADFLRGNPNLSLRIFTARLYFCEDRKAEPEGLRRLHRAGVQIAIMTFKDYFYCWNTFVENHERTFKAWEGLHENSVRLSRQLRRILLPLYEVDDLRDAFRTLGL
Numbers without * were called inactive; [ ] = another dose, or the depositor's remark. Calls follow the shape of the dose curve; as a rule, active = well fitted curve in the direction sought with a large enough effect; inconclusive = small, poorly fitted or top-dose-only effect, or another doubt; inactive = no such curve, though single readings can be large; an effect the other way counts as inactive or inconclusive. % is scaled to controls: 0 for no effect and ±100 for the full control effect; potency is read from the fitted curve at half-maximal effect.

Results for C/C(=N/Nc1ccc(Cl)cc1)c1ccc(Br)s1 ?
UDG counter: 4%; AID inhibitor: 6%

Results for CC(C)CC(=O)Nc1ccc2oc(-c3ccc(F)cc3Cl)nc2c1 ?
UDG counter: -4%; AID inhibitor: -2%

How did CCOC(=O)c1ccc(Oc2coc3cc(OC)ccc3c2=O)cc1 do in these assays?
UDG counter: -16%; AID inhibitor: -19%

Results for Cc1ccc(NC(=O)CCCn2c(=O)c3cccn3c3cccnc32)c(Cl)c1 ?
UDG counter: 6%; AID inhibitor: 2%

How did CCOc1ccc(C(=O)c2c(N)c(-c3nc(-c4ccc(OCC)cc4)cs3)c3ccccn23)cc1 do in these assays?
UDG counter: -1%; AID inhibitor: -4%

Results for O=C(COC(=O)c1ccccc1Sc1ccc(C(F)(F)F)cc1[N+](=O)[O-])NC1CCCc2ccccc21 (stereo not drawn) ?
UDG counter: 4%; AID inhibitor: 2%

Results for CCn1ccc2cc(S(=O)(=O)N3CCC(C(=O)NCCc4ccc(SC)cc4)CC3)ccc21 ?
UDG counter: -15%; AID inhibitor: 2%

How did Cc1nnc(NC(=O)CCc2ccc(-c3ccc(C)c(C)c3)o2)s1 do in these assays?
UDG counter: 4%; AID inhibitor: 4%

What do the screens show for `Cc1nsc(N)c1C#N`?
UDG counter: -2%; AID inhibitor: 2%

Results for CCc1cc(CC)n(-c2nc3c(c(=O)n(CC(N)=O)c(=O)n3C)n2C)n1 ?
UDG counter: 7%; AID inhibitor: 4%

How did Cc1nsc(N)c1C(=O)N(C)CCOc1ccccc1Cl do in these assays?
UDG counter: -7%; AID inhibitor: -2%

What do the screens show for `O=C(NNC(=S)Nc1ccccc1)c1ccc(NC(=O)C2CC2)cc1`?
UDG counter: -5%; AID inhibitor: 2%

How did Cc1c(O)ccc2c(CN3CCN(C)CC3)cc(=O)oc12 do in these assays?
UDG counter: 5%; AID inhibitor: -2%

How did CCOC(=O)c1ccc(NC(=O)CCCn2c(=O)c3cccn3c3cccnc32)cc1 do in these assays?
UDG counter: 5%; AID inhibitor: -11%

How did O=C(COCc1cc(-c2cccs2)on1)Nc1cccc(Cl)c1Cl do in these assays?
UDG counter: inconclusive; AID inhibitor: -23%

What do the screens show for `COc1ccccc1NC(=O)c1cc(=O)c(OCc2ccc(Cl)cc2)co1`?
UDG counter: 1%; AID inhibitor: -7%

What do the screens show for `O=C(CN1CCN(c2nc(C(F)(F)F)nc3ccccc23)CC1)NC1CC1`?
UDG counter: 1%; AID inhibitor: 8%

Results for Cc1ccccc1CN1CCN(c2nc3c(c(=O)[nH]c(=O)n3C)n2Cc2ccc(F)cc2)CC1 ?
UDG counter: 3%; AID inhibitor: -22%

Results for COc1ccc(NC(=O)CN(Cc2ccccc2)S(=O)(=O)c2ccc3nc(C)sc3c2)cc1 ?
UDG counter: -6%; AID inhibitor: 10%

What do the screens show for `Cc1ccccc1NC(=O)Cn1cc(S(=O)(=O)N2CCCC2)c(S(=O)(=O)N2CCCC2)c1`?
UDG counter: -6%[57.5 µM]; AID inhibitor: -6%[57.5 µM]

How did CC(Sc1ccc2c(c1)OCCCO2)C(=O)Nc1ccccc1-c1ccccc1 (stereo not drawn) do in these assays?
UDG counter: -15%; AID inhibitor: -12%

How did CC(C)Oc1ccc(-c2nc(N3CCCCC3)c3ccccc3n2)cc1 do in these assays?
UDG counter: -11%; AID inhibitor: -16%

How did Cc1cc(C)cc(NC(=O)CCc2c(C)nc3c(c2C)c(=O)n(C)c(=O)n3C)c1 do in these assays?
UDG counter: 2%; AID inhibitor: 19%

How did COc1ccc(C2=CC(c3cc(Br)ccc3F)n3c(nc4ccccc43)N2)cc1 (stereo not drawn) do in these assays?
UDG counter: -25%[57.5 µM]; AID inhibitor: inconclusive

Results for O=C(NCC(c1cccnc1)N1CCc2ccccc21)C(=O)Nc1ccccc1F (stereo not drawn) ?
UDG counter: -26%; AID inhibitor: 2%

How did COc1ccc(NC(=O)CSc2nc3ncccc3[nH]2)c(OC)c1 do in these assays?
UDG counter: -14%; AID inhibitor: 17%

Results for CCOC(=O)CNC(=O)c1ccccc1OCC ?
UDG counter: 14%; AID inhibitor: 3%

What do the screens show for `N#C/C(=C\c1cccn1-c1ccc(Br)cc1)c1ccc(F)cc1`?
UDG counter: -7%; AID inhibitor: -13%

What do the screens show for `COc1cccc(CNC(=O)[C@H](CC(C)C)NC(=O)N2CCn3c2nc2ccccc23)c1`?
UDG counter: -11%; AID inhibitor: -9%

How did Cc1cc(C)cc(NC(=O)CSc2oc(-c3cccs3)nc2S(=O)(=O)c2ccccc2)c1 do in these assays?
UDG counter: -22%; AID inhibitor: 17%

The list goes on (5 carried over from the part before).
How did COc1ccc(NC(=O)CSc2nc3ncccc3[nH]2)c(OC)c1 do in these assays?
UDG counter: -14%; AID inhibitor: 17%

Results for CCOC(=O)CNC(=O)c1ccccc1OCC ?
UDG counter: 14%; AID inhibitor: 3%

What do the screens show for `N#C/C(=C\c1cccn1-c1ccc(Br)cc1)c1ccc(F)cc1`?
UDG counter: -7%; AID inhibitor: -13%

What do the screens show for `COc1cccc(CNC(=O)[C@H](CC(C)C)NC(=O)N2CCn3c2nc2ccccc23)c1`?
UDG counter: -11%; AID inhibitor: -9%

How did Cc1cc(C)cc(NC(=O)CSc2oc(-c3cccs3)nc2S(=O)(=O)c2ccccc2)c1 do in these assays?
UDG counter: -22%; AID inhibitor: 17%

What do the screens show for `CCC1CCCCN1S(=O)(=O)c1cc2c3c(c1)CC(=O)N3CCC2` (stereo not drawn)?
UDG counter: 89µM*; AID inhibitor: 12%

What do the screens show for `CC(C)(CO)NC(=O)c1ccc(Cl)cc1`?
UDG counter: 8%; AID inhibitor: 6%

What do the screens show for `Cc1cn(C)c(CC(=O)Nc2cccc(C#N)c2)c1C(=O)O`?
UDG counter: 4%; AID inhibitor: 26%

What do the screens show for `Cc1[nH]c(C#N)c(C)c1C=O`?
UDG counter: -1%; AID inhibitor: 3%

Results for CSc1cccc(NC(=O)c2n[nH]c(=O)c3ccccc23)c1 ?
UDG counter: -8%; AID inhibitor: -2%

What do the screens show for `Cc1cc(C)n(-c2ccc(=O)n(CC(=O)Nc3ccccc3)n2)n1`?
UDG counter: 3%; AID inhibitor: -4%

What do the screens show for `O=C(NCCc1cccnc1)c1ccc(F)cc1F`?
UDG counter: -5%; AID inhibitor: 4%

How did COc1ccc(-c2nc(S(=O)(=O)c3ccccc3)c(N3CCCCC3)o2)cc1 do in these assays?
UDG counter: 20%; AID inhibitor: 7%

Results for CCc1ccccc1NC(=O)c1ccc2c(Cl)c3c(nc2c1)CCCC3 ?
UDG counter: -6%; AID inhibitor: -16%

What do the screens show for `CCC(NCc1ccc(C(N)=O)cc1)c1ccc(Cl)cc1` (stereo not drawn)?
UDG counter: -9%; AID inhibitor: -2%

What do the screens show for `Cc1ccccc1CSc1ncc(CO)n1Cc1ccc(F)cc1`?
UDG counter: -4%; AID inhibitor: -13%

What do the screens show for `CC(=O)c1c(C)[nH]c(C(=O)C(C)Sc2ccccc2Cl)c1C` (stereo not drawn)?
UDG counter: -10%; AID inhibitor: 2%

How did O=C(c1cc(-c2cccs2)on1)N1CCCC1c1cccc(F)c1 (stereo not drawn) do in these assays?
UDG counter: -2%; AID inhibitor: inconclusive

What do the screens show for `COc1cccc(CNC(=O)CN2N=C(c3ccc(C)cc3)CCC2=O)c1`?
UDG counter: 10%[57.5 µM]; AID inhibitor: 0%

What do the screens show for `O=C(NCc1cccc(F)c1)c1cccc(NC(=O)c2nsc3ccccc23)c1`?
UDG counter: 4%; AID inhibitor: 8%

How did FC(F)(F)c1ccc2nnc(SCc3c(Cl)cccc3Cl)n2c1 do in these assays?
UDG counter: -4%; AID inhibitor: -11%

How did COc1ccccc1CNC(=O)c1cc(S(=O)(=O)N2CCCCCC2)cn1C do in these assays?
UDG counter: -7%; AID inhibitor: inconclusive

Results for COc1ccc(CNS(=O)(=O)c2ccc(-c3ccc(=O)[nH]n3)o2)cc1 ?
UDG counter: -9%; AID inhibitor: 3%

How did COc1ccc2nc(NC(=O)c3ccc4c(c3)NC(=O)CS4)sc2c1 do in these assays?
UDG counter: 5%; AID inhibitor: -11%

Results for Cc1cccc(NC(=O)CSc2c(C)cnc3c2c(=O)n(C)c(=O)n3C)c1C ?
UDG counter: 1%; AID inhibitor: 7%

How did CCOc1ccc(-c2cc3c(=O)n(Cc4nc(-c5ccc(OC)cc5OC)oc4C)ccn3n2)cc1Cl do in these assays?
UDG counter: -8%; AID inhibitor: 23%

Results for Cc1ccc(-c2nnn(CC(=O)N3N=C(c4cccs4)CC3c3cccs3)n2)cc1 (stereo not drawn) ?
UDG counter: -7%; AID inhibitor: -10%

How did N#Cc1c[nH]n2c(NC3CCCCC3)c(-c3ccccc3F)nc12 do in these assays?
UDG counter: 13%; AID inhibitor: 12%

What do the screens show for `Cc1c(NC(=O)c2ccc([N+](=O)[O-])o2)cccc1-c1nc2ccccc2o1`?
UDG counter: -7%; AID inhibitor: -6%

Results for Cc1ccc(S(=O)(=O)Nc2cc3c(cc2N2CCOCC2)n(C)c(=O)n3C)cc1 ?
UDG counter: -29%; AID inhibitor: 21%

What do the screens show for `COC(=O)c1cc2sccc2n1Cc1nc(-c2ccc(Cl)cc2)oc1C`?
UDG counter: -1%; AID inhibitor: 9%

Results for Cc1oc(-c2cccs2)nc1CN1CCNC(=O)C1 ?
UDG counter: 1%; AID inhibitor: 3%

What do the screens show for `CCCc1cc(C(=O)OCC(=O)c2ccc3c(c2)OCCO3)sc1C`?
UDG counter: -3%; AID inhibitor: 19%

What do the screens show for `Cc1cc(NC(=O)c2cnc3c(-c4ccccc4)c(C)nn3c2C)ccc1Br`?
UDG counter: 4%; AID inhibitor: -10%

What do the screens show for `CCOc1ccc(C(C)NC(=O)c2ccc(NS(=O)(=O)c3ccc(F)cc3)cc2)cc1OCC` (stereo not drawn)?
UDG counter: -1%; AID inhibitor: -5%

Results for Cc1ccc(/C=C/C(=O)c2cccs2)cc1 ?
UDG counter: -7%; AID inhibitor: -17%

Results for O=C(CC1SC(c2cc3ccccc3oc2=O)=NC1=O)Nc1ccccc1 (stereo not drawn) ?
UDG counter: 7%; AID inhibitor: 42%[activator]

How did COc1ccc(CCNC(=O)c2ccc(-n3c(C)cc4c3CCCC4)cc2)cc1OC do in these assays?
UDG counter: 8%; AID inhibitor: 44%[activator]

What do the screens show for `O=C(NCc1ccc(F)cc1)C1(Cc2nc3ccccc3s2)CCCC1`?
UDG counter: -6%; AID inhibitor: -7%

How did Cc1cc(OCc2n[nH]c(=S)n2C)cc(C)c1Cl do in these assays?
UDG counter: 2%; AID inhibitor: 0%

What do the screens show for `Cc1ccc(Cl)cc1N1CCN(CCNC(=O)Nc2ccc(Cl)cc2)CC1`?
UDG counter: -1%; AID inhibitor: 2%

Results for O=C(COC(=O)c1ccc(-c2nnc(-c3ccccc3)o2)cc1)c1ccc(F)cc1 ?
UDG counter: -6%; AID inhibitor: 2%

How did N#Cc1ccc(COC(=O)CSC(=S)N2CCOCC2)cc1 do in these assays?
UDG counter: -8%; AID inhibitor: -3%

What do the screens show for `O=C(Nc1ccc2nc(SCCOc3ccccc3)sc2c1)c1ccco1`?
UDG counter: -9%; AID inhibitor: 16%

What do the screens show for `COc1ccc(OC)c(NC(=O)COCc2cc(-c3ccco3)on2)c1`?
UDG counter: 20%; AID inhibitor: 5%

Results for Cn1nc(C(=O)NCc2cccc(Cl)c2)c2c1-c1ccccc1OC2 ?
UDG counter: -2%; AID inhibitor: -13%

What do the screens show for `COc1ncccc1CNC(=O)c1ccc2c(c1)NC(=O)CS2`?
UDG counter: 7%; AID inhibitor: 0%

What do the screens show for `CCOc1ccc(NC(=O)N2CCN(Cc3cc(=O)n4nc(-c5ccc(OC)cc5)sc4n3)CC2)cc1`?
UDG counter: 4%; AID inhibitor: 222%[activator]

Results for CCN(C(=O)C1CCN(S(=O)(=O)c2c(C)noc2/C=C/c2ccc(C)cc2)CC1)c1cccc(C)c1 ?
UDG counter: -1%; AID inhibitor: 4%

Results for CC(C)C(=O)NC(Nc1cccc2ccccc12)C(Cl)(Cl)Cl (stereo not drawn) ?
UDG counter: inconclusive; AID inhibitor: inconclusive

Results for CC1CCCCC1NC(=O)c1cc(Sc2cccc(Cl)c2)nc2ccccc12 (stereo not drawn) ?
UDG counter: -2%; AID inhibitor: -4%

What do the screens show for `CCOc1cc(/C=C/C(=O)O)cc(Cl)c1OC`?
UDG counter: -8%; AID inhibitor: -5%

What do the screens show for `N#Cc1c(SCC(=O)N2CCOCC2)nc(N2CCCC2)c2c1CCCC2`?
UDG counter: 4%; AID inhibitor: -21%

Results for Cc1cccc(OC(=O)c2cc(-c3ccc4c(c3)OCCO4)on2)c1 ?
UDG counter: 30%[activator]; AID inhibitor: 10%

What do the screens show for `COc1ccc(NC(=O)Cn2c(=O)n(CCC(=O)NCC3CCCO3)c(=O)c3cc(OC)c(OC)cc32)cc1` (stereo not drawn)?
UDG counter: 3%; AID inhibitor: 0%

How did CCCSCCCNC(=O)c1ccc2c(c1)nc1n2CCCCC1 do in these assays?
UDG counter: 28%; AID inhibitor: 4%

How did CCOC(=O)N1CCN(CCC(=O)Nc2cc(C)ccc2C)CC1 do in these assays?
UDG counter: -15%[57.5 µM]; AID inhibitor: 0%[57.5 µM]

How did C1CCN(CCCNC2C3CC4CC(C3)CC2C4)C1 (stereo not drawn) do in these assays?
UDG counter: -4%; AID inhibitor: 11%

How did CC(C)(C)C(=O)Nc1ccc(N2CCCCC2)c2ccncc12 do in these assays?
UDG counter: 3%; AID inhibitor: 1%

For reference, part of the list above:
What do the screens show for `COc1ccc(NC(=O)Cn2c(=O)n(CCC(=O)NCC3CCCO3)c(=O)c3cc(OC)c(OC)cc32)cc1` (stereo not drawn)?
UDG counter: 3%; AID inhibitor: 0%

How did CCCSCCCNC(=O)c1ccc2c(c1)nc1n2CCCCC1 do in these assays?
UDG counter: 28%; AID inhibitor: 4%

This is a subset; count on the stated rates, not on these rows.
